Giardia FBPA inh: blocks Giardia fructose-bisphosphate aldolase activity. hit rate 0.71% among 290,000. purified Giardia FBPA. Potency, µM (highest dose often 59.6 µM), without a hit: at the highest dose activity, negative = inhibition, actives largely listed as inhibitors. A8B2U2; note: potency is the fitted concentration of half-maximal effect; % is set by controls: 0 for no effect and ±100 for the full control effect; nearly all actives have a fitted effect of over 55% in size
Target sequence (A8B2U2 whole entry, looked up): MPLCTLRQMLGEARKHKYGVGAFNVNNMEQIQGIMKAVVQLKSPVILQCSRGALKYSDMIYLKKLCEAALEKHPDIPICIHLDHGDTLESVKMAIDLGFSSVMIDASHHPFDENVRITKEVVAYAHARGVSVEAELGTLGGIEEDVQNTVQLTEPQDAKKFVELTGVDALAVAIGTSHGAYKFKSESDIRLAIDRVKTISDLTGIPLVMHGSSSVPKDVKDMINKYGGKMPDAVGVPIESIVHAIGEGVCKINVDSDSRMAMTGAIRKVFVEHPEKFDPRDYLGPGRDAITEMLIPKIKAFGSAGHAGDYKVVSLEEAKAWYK
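Giardia FBPA (40 nM reagent) was preincubated 10 min at RT with compound (up to 57.5 uM final), then substrate plus GAPDH/TPI/NAD/arsenate coupling system with diaphorase/resazurin was added; resorufin fluorescence (525/598 nm) was read after 20 min.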
Sm TGR inh: inhibitors of Schistosoma mansoni thioredoxin glutathione reductase | Q962Y6 | Potency, µM (series often up to 114 µM), inactives show top-dose activity change, negative = inhibition, usual class: inhibitors | AID 485364 | hit rate 3% among 360,000 | purified TGR, DTNB reduction, TNB absorbance 405 nm; note: potency is the fitted concentration of half-maximal effect; % is set by controls: 0 for no effect and ±100 for the full control effect; nearly all actives have a fitted effect of over 60% in size
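First, TGR (20 nM dispensed) and NADPH were mixed with compound. Second, a 15 min room-temperature incubation followed. Third, further NADPH and then DTNB were added to start the reaction. Finally, TNB absorbance was monitored kinetically.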
Shiga toxin inh: inhibitors of Shiga toxin in Vero cells; AID 2315; hit rate 9.2% among 290,000; inhibition, % at 38.7 µM; Vero cells, Shiga toxin protein synthesis inhibition reporter; in the data active = inhibition mostly above about 28%, no sharp cut-off; inactive = mostly below about 43%; note: 0% is about no effect
Pf growth 48h: P. falciparum growth inhibition at 48 hours (one generation). AID 504832. hit rate 5.9% among 310,000. P. falciparum luciferase growth in erythrocytes, 48 h. Potency, µM (highest dose often 28.7 µM), without a hit: at the highest dose activity change, negative = inhibition, usual class: inhibitors; note: potency is the fitted concentration of half-maximal effect; % is set by controls: 0 for no effect and ±100 for the full control effect
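Cell-based growth assay: transgenic P. falciparum expressing firefly luciferase, cultured in red cells within RPMI 1640 containing 0.5% w/v Albumax, 24 mM bicarbonate and gentamycin. A drop in luciferase activity indicates inhibition.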
Cycloheximide cs: counter-screen for Shiga toxin inhibitors: cycloheximide protein synthesis inhibition; max response, %; hit rate 12% among 300,000; cell reporter, cycloheximide protein synthesis inhibition counterscreen; in the data active = max response mostly above about 13%, no sharp cut-off; inactive = mostly below about 14%; note: read at 38.3 µM for the half of the compounds with a filed dose; 0% is about no effect
Pf growth 96h: P. falciparum growth inhibition at 96 hours | hit rate 6.9% among 320,000 | P. falciparum luciferase reporter growth, 96 h | Potency, µM (top dose mostly 28.7 µM), without a hit: at the top dose activity change, negative = inhibition, hits mostly inhibitors; note: potency is the fitted concentration of half-maximal effect; % is set by controls: 0 for no effect and ±100 for the full control effect
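Luminescence readout: decreased luciferase signal marks inhibited growth of reporter-expressing P. falciparum in infected red cells (2% hematocrit, 0.05% parasitemia final), exposed to compound two generations (96 h, 37 C, 5% CO2).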
Starred values were filed as active, the others as inactive; i = inactive; ? = inconclusive; / = no result given; & = joins results of further samples; [ ] = another dose, or the depositor's remark. Unless noted, calls come from the whole dose curve; as a rule, active = well fitted curve in the direction sought with a large enough effect; inconclusive = small, poorly fitted or top-dose-only effect, or another doubt; inactive = no such curve, though single readings can be large; an effect the other way counts as inactive or inconclusive.

SMILES | Giardia FBPA inh | Sm TGR inh | Shiga toxin inh | Pf growth 48h | Cycloheximide cs | Pf growth 96h
COC(=O)[C@H](CC(C)C)NC(=O)Nc1ccc2c(c1)OCCO2 | 3% | 0% | 93* | 84%[activator] | 33* | ?
O=C(O)c1ccnc(C(=O)O)c1 | 1.8µM* | 18% | -1 | ? | 10 | 9%
Cc1[nH]c(C)c2c(=O)[nH]ncc12 | -4% | ? | -7 | 22% | -2 | 1%
O=C(Nc1ccc2oc(=O)ccc2c1)c1ccc(-c2cccc(Cl)c2)o1 | 7% | 22µM* | -4 | 10µM* | -2 | ?
Cc1ccc(C2NC(=NCc3ccccc3)Nc3nc(C)cc(=O)n32)cc1 (stereo unspecified) | -4% | 1% | -6 | -9% | 1 | 2%
CCOc1cc(CNCc2cccs2)ccc1OCC(=O)NC(C)(C)C | -10% | -2% | 2 | -19% | -1 | -49%
Cc1nn(C)c(C)c1NC(=O)c1ccnn1C | 0% | -34% | 14 | 14% | -5 | -11%
O=C(O)CC1=C(O)C(=O)N(c2ccccc2)C1c1ccccc1 (stereo unspecified) | 20% | ? | 9 | 24% | 8 | /
NC(=O)CNC(=O)C1CCCc2c1[nH]c1ccc(Cl)cc21 (stereo unspecified) | -20% | ? | 11 | 8% | -2 | ?
CCCc1cc(=O)oc2c(C)c(OCC(=O)N3CCC(C(N)=O)CC3)ccc12 | -3% | 3% | 15 | -6% | -4 | ?

The closing three records of the section before are carried over, then new ones follow:
SMILES | Giardia FBPA inh | Sm TGR inh | Shiga toxin inh | Pf growth 48h | Cycloheximide cs | Pf growth 96h
O=C(O)CC1=C(O)C(=O)N(c2ccccc2)C1c1ccccc1 (stereo unspecified) | 20% | ? | 9 | 24% | 8 | /
NC(=O)CNC(=O)C1CCCc2c1[nH]c1ccc(Cl)cc21 (stereo unspecified) | -20% | ? | 11 | 8% | -2 | ?
CCCc1cc(=O)oc2c(C)c(OCC(=O)N3CCC(C(N)=O)CC3)ccc12 | -3% | 3% | 15 | -6% | -4 | ?
Cc1ccc(-c2nn(-c3ccccc3)cc2/C=C2\SC(=S)N(CCCCCC(=O)O)C2=O)o1 | -21% | 13µM* | -7 | 4.7µM* | 1 | ?
COc1ccc(-c2c(C)cc3oc(=O)cc(-c4ccccc4)c3c2C)cc1F | 11%[89.2 µM] | / | i | / | 19 | /
CC(Oc1ccccc1)C(=O)N=C1SC2CS(=O)(=O)CC2N1Cc1ccccc1 (stereo unspecified) | 6% | 8% | -2 | -16% | 1 | 22%
Cc1ccc(Cl)c(OC(=O)C2CSC3(C)CCC(=O)N23)c1 (stereo unspecified) | / | -16% | / | -26% | / | 21%
CCc1ccc(NC(=O)c2nc(S(=O)(=O)Cc3ccccc3)ncc2Cl)cc1 | -20% | 6.3µM* | -10 | 42%[activator] | -8 | ?
CCOC(=O)c1c(NC(C)=O)no[n+]1[O-] | -1% | -34% | 14 | 9% | -1 | ?
CC(NC(=O)C1CCCCC1)C(=O)NC1=NCCS1 (stereo unspecified) | 7% | -20% | -20 | 3% | -4 | /
CCn1c2ccccc2c2cc(CNCc3ccc(OC)cc3OC)ccc21 | ? | 1% | -13 | ? | -3 | -1%
O=C(COC(=O)c1cc(S(=O)(=O)N2CCOCC2)ccc1O)NCc1ccc2c(c1)OCO2 | / | -2% | / | ? | / | -19%
CCCc1ccc(OCCNC(=O)CC)cc1 | 0% | 5% | 22 | 0% | 16* | /
COc1cccc(/C=N/n2c(=O)[nH]c3ccccc32)c1OC | -2% | -8% | 42* | 64%[activator] | 38* | 24%
O=c1[nH]nc(-c2ccc(F)cc2)cc1-c1ccccc1 | 7% | -4% | -9 | -2% | -2 | ?
CCCCn1c(NCc2ccc(N(C)C)cc2)nc2ccccc21 | 8% | ? | 27 | ? | 7 | 11%
CS(=O)(=O)N1CCC(C(=O)NNC(=O)Nc2ccc(F)c(Cl)c2)CC1 | 2% | 4% | -4 | ? | 1 | ?
Cc1ccc(C(=O)OCC(=O)NN2C(=O)NC3(CCC(C)CC3)C2=O)cc1 (stereo unspecified) | / | -3% | / | ? | / | 18%
CCOC(=O)c1c(C)[nH]c(C)c1S(=O)(=O)NCCCN1CCOCC1 | -8% | -1% | -4 | 12% | -2 | ?
O=C(Nc1ccc(CN2CCOCC2)cc1)c1ccc(-c2cccc([N+](=O)[O-])c2)o1 | / | -15% | 3 | ? | 15 | 2.6µM*
O=C(CSc1ncn[nH]1)Nc1ccc(S(=O)(=O)N2CCCC2)cc1 | 2% | 6% | -16 | / | -3 | ?
COc1ccccc1NC(=O)Cn1c(=O)sc2ccccc21 | 0% | -17% | 3 | -11% | -5 | -2%
COc1ccc2nc(NC(=O)CN3CCN(C)CC3)sc2c1 | 4% | 0% | 152* | 104%[activator] | 46* | 102%[activator]
O=C(C1=C[C@H](c2ccc(C(F)(F)F)cc2)C[C@H](OCCCCO)O1)N1CCOCC1 | 4% | 45%[activator] | -4 | 23% | -2 | 36%[activator]
COc1ccc(CNC(=O)COC(=O)CCOc2ccc(C)cc2)cc1 | / | 1% | / | ? | / | 25%
NS(=O)(=O)c1cccc(NC(=O)CSc2nn(-c3ccccc3)c(=S)s2)c1 | 2% | -13% | -9 | 1.9µM* | -1 | 1.2µM*
O=[N+]([O-])c1ccccc1NCCNc1ncc(C(F)(F)F)cc1Cl | 0% | -7% | 121* | 39%[activator] | 29* | 8%
CCC(Sc1ccccn1)C(=O)Nc1cccc([N+](=O)[O-])c1 (stereo unspecified) | -19% | -10% | -3 | -3% | 10 | 1%
CC(=O)Oc1ccc2occ(/C=N/c3cc(=O)[nH]c(=S)[nH]3)c(=O)c2c1 | ? | -19% | -3 | ? | -1 | ?
CC(C)(C)NS(=O)(=O)c1ccc(NC(=O)C2CCCCC2)cc1 | -5% | / | 24 | -17% | 9 | -4%
Cc1cc(N2CCCC2)ccc1NC(=O)CN1C(=O)NC(C)(c2ccccc2)C1=O (stereo unspecified) | / | -15% | -13 | -23% | -1 | -1%
CCN(CC(=O)Nc1ccc(OC)cc1)C(=O)c1ccc(Cl)c(S(=O)(=O)N2CCCC2)c1 | / | 1% | / | ? | / | ?
O=C(Cc1c(F)cccc1Cl)NNC(=O)c1ccncc1 | / | -9% | / | -7% | / | -25%
CCOc1ccc(C2=Cc3cc(OC)c(OC)cc3C(=C(Cl)Cl)O2)cc1 | -26% | 35µM* | -11 | / | 6 | ?
COC(=O)c1ccc(-n2c(C)nc3ccccc3c2=O)cc1 | 0% | -14% | -4 | 22% | 6 | /
CCOc1ccc(C(NC(=O)/C=C/c2ccco2)c2ccc(OC)c(OC)c2)cc1 (stereo unspecified) | 0% | 45µM* | 12 | ? | 8 | ?
Cn1c(NCCCN2CCOCC2)nc2c1c(=O)n(Cc1ccc(Cl)cc1Cl)c(=O)n2C | 8% | 0% | -3 | ? | -3 | 3%
COc1ccc(Cc2nnc(SCC(=O)N3CCCCC3)o2)cc1 | 1% | / | -16 | -6% | 1 | -8%
COc1ccc(C)cc1Nc1c2c(nc3ccccc13)CCC2 | 6% | 4%&6% | 5 | / | -3 | 49%[activator]
COc1ccc(CCNc2cc(N3CCN(C(=O)c4ccccc4F)CC3)ccc2[N+](=O)[O-])cc1OC | -7% | -1% | -9 | ? | 1 | 15%
Cc1ccc(C(=O)N2N=C(c3ccccc3O)CC2c2ccccc2)cc1 (stereo unspecified) | 7% | 9% | -1 | 10µM* | -1 | ?
O=C(O)c1cccc(NC(=O)c2cc(S(=O)(=O)N3CCOCC3)cs2)c1 | -1% | -1% | 3 | 4% | 1 | 0%
Cc1cc(C(=O)CSc2nnc(NCc3ccccc3)s2)c(C)n1C | 3% | 3% | -6 | ? | 1 | 53%[activator]

4 entries from above, ordered by count of non-hydrogen atoms, descending.
SMILES | Giardia FBPA inh | Sm TGR inh | Shiga toxin inh | Pf growth 48h | Cycloheximide cs | Pf growth 96h
CCn1c2ccccc2c2cc(CNCc3ccc(OC)cc3OC)ccc21 | ? | 1% | -13 | ? | -3 | -1%
CCOC(=O)c1c(C)[nH]c(C)c1S(=O)(=O)NCCCN1CCOCC1 | -8% | -1% | -4 | 12% | -2 | ?
CCCc1ccc(OCCNC(=O)CC)cc1 | 0% | 5% | 22 | 0% | 16* | /
CCOC(=O)c1c(NC(C)=O)no[n+]1[O-] | -1% | -34% | 14 | 9% | -1 | ?

Looked up one by one from the entries so far:
SMILES | Giardia FBPA inh | Sm TGR inh | Shiga toxin inh | Pf growth 48h | Cycloheximide cs | Pf growth 96h
O=C(O)c1cccc(NC(=O)c2cc(S(=O)(=O)N3CCOCC3)cs2)c1 | -1% | -1% | 3 | 4% | 1 | 0%
COc1ccc(CCNc2cc(N3CCN(C(=O)c4ccccc4F)CC3)ccc2[N+](=O)[O-])cc1OC | -7% | -1% | -9 | ? | 1 | 15%
Cc1cc(C(=O)CSc2nnc(NCc3ccccc3)s2)c(C)n1C | 3% | 3% | -6 | ? | 1 | 53%[activator]

Next results follow.
SMILES | Giardia FBPA inh | Sm TGR inh | Shiga toxin inh | Pf growth 48h | Cycloheximide cs | Pf growth 96h
Cc1c(C(=O)NCc2ccco2)oc2ccccc12 | 4% | -6% | 38 | 21% | 9 | -29%
Cc1cc(Cl)ccc1OCC(=O)Nn1c(C)ccc1C | 1% | -32% | -6 | ? | -1 | 30%
CN(C)S(=O)(=O)c1ccc(=S)[nH]c1 | -1% | -2% | -1 | -4% | 1 | -4%
Cc1ccc(-n2nnc3c(=O)n(CC(=O)NCC4CCCO4)cnc32)cc1 (stereo unspecified) | 6% | 3% | -4 | 6% | 2 | /
CC(=O)Nc1cccc(Oc2nc(C(F)(F)F)nc3ccccc23)c1 | 0% | 3% | -4 | -1% | 0 | 2%
CC1(C)CC(NC(=O)Cc2ccc(Cl)cc2)CC(C)(C)N1 | -6% | -19% | -7 | -1% | -3 | ?
O=C(c1ccc(OC2CCN(C/C=C/c3ccccc3)CC2)cc1)N1CCCCC1 | / | ? | -30 | ? | -3 | 1%
O=C(CCc1ccc(O)c(O)c1)N/N=C/c1ccc2c(c1)OCO2 | / | 11µM* | 25 | ? | 33* | ?
C/C(CCC(C)C)=N\Nc1ccc(S(N)(=O)=O)cc1[N+](=O)[O-] | 0% | 1% | -23 | 9% | -6 | 13%
O=C(CN1CCCCCC1)N/N=C/c1ccc2ccccc2c1 | ? | 23% | 74* | 6% | 43* | ?
COc1ccc(C(=O)Nc2c(C(C)(C)C)nn(C)c2C(C)(C)C)cc1 | 6% | 6% | -5 | 8% | 1 | 50%
O=C(CCS(=O)(=O)c1ccccc1)Nc1ccc2c(c1)OCO2 | 0% | 20µM* | 112* | 78%[activator] | 55* | ?
FC(F)(F)c1cc(-c2ccc3c(c2)OCO3)nc(NCc2ccco2)n1 | 0% | -11% | 2 | 17% | 17 | 3%
Cc1csc(=O)n1CC(=O)OCC(=O)NNC(=O)c1ccccc1 | -1% | -20% | 7 | 3% | 6 | 44%[activator]
COc1cccc(/C=C2\SC(=S)N(NC(=O)c3ccncc3)C2=O)c1 | 0% | 21% | 17 | 9% | 7 | 24%
CC(C)c1ccccc1N=C1SCCN1C1CCS(=O)(=O)C1 (stereo unspecified) | -9% | 1% | -6 | -28% | -2 | ?
Cc1ccc(C)c(N(CC(=O)NC2CCCCC2)C(=O)c2snc(C(N)=O)c2N)c1 | -5% | -6% | -7 | ? | -4 | -2%
CCCCCC(=O)Nc1ccc(N2CCN(C(=O)c3ccccc3)CC2)cc1 | 0% | -13% | 8 | -35% | -2 | -8%
O=C(c1ccc2c(=O)n3c(nc2c1)CCC3)N1CCCSC1=Nc1ccccc1 | / | -1% | / | ? | / | -11%
COc1ccc(C(=O)CCS(=O)(=O)c2ccc(C)cc2)cc1 | 13% | 1µM* | -8 | -11% | -4 | -1%
